Assay outcomes from PubChem BioAssay.
TWEAK-Fn14 inh – TWEAK-Fn14 signaling inhibition; hit rate 2% among 360,000; inhibition, % at 10 µM; AID 1159606; TWEAK-stimulated Fn14 reporter cells, luciferase luminescence, 8 h; in the data active = inhibition above about 50%
TROY NFkB inh – inhibitors of TROY-dependent NF-kB signaling. Q293 LMP1-TROYcd NF-kB luciferase reporter, 4 h. inhibition, % at 10 µM. hit rate 0.98% among 360,000. AID 1347056;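 active = compounds whose plate-normalised and pattern-corrected inhibition of the luciferase reporter signal at the single screening dose is 50% or more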
LRH-1 inv ag – NR5A2 inverse agonism in reporter assay; O00482; HEK293T StAR-luciferase reporter, LRH-1 transfected, 24 h; inhibition, % at 3.6 µM; hit rate 0.13% among 360,000; AID 602396;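 active = inhibition above the mean inhibition of all tested compounds plus 3 SD, cut at about 73% in these data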;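 also: 0% = DMSO wells and 100% = reporter-only cells lacking LRH-1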
SRC3 inh – inhibitors of human steroid receptor coactivator 3 (SRC3); HEK293 GAL4-SRC3 luciferase reporter, luminescence; inhibition, % at 3.6 µM; hit rate 0.17% among 360,000; AID 588352;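 active = inhibition above a per-campaign cutoff, the mean of all compounds plus 3 SD, cut at about 60% in these data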;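 also: 0% = DMSO-treated cells and 100% = gossypol-treated cells at 36 µM; higher means less SRC3-driven luciferase light from the GAL4 reporter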
TLR9-MyD88 block – TLR9-MyD88 interaction inhibition; CHO BLA complementation TLR9-MyD88, CCF4 FRET ratio; Q9NR96+Q99836; hit rate 0.21% among 340,000; inhibition, % at 4.98 µM;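 active = inhibition above the mean over all tested compounds plus 3 SD, cut at about 21% in these data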;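 also: 0% = DMSO only wells and 100% = clavulanate BLA inhibitor control wells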
NCOA1 inh – inhibits human SRC1 coactivator. inhibition, % at 3.6 µM. hit rate 0.12% among 360,000. HEK293 GAL4-SRC1 luciferase reporter, luminescence;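 active = inhibition above the campaign mean plus 3 SD, with each screening campaign given its own cutoff, cut at about 60% in these data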;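 also: 0% = DMSO treated cells and 100% = gossypol at 36 µM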
LMP1 NFkB inh – Epstein-Barr LMP1 NF-kappaB reporter inhibition; LMP1-induced NF-kappaB luciferase reporter cells, luminescence; inhibition, % at 12.5 µM; hit rate 0.69% among 350,000; AID 504558; in the data active = inhibition above about 41%; inconclusive = no clear call, values can overlap the other calls;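 also: 0% = neutral control wells and 100% = reference inhibitor control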
NOD2-RIPK2 inh – inhibitors of human NOD2-RIPK2 interaction; O43353; CHO BLA complementation NOD2-RIPK2, CCF4 ratio; inhibition, % at 4.98 µM; hit rate 0.38% among 360,000; in the data active = inhibition above about 21%;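 also: 0% = vehicle only and 100% = reference blocker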
COUP-TFII inh – inhibitors of human COUP-TFII (NR2F2); HEK293T NGFI-A luciferase reporter, luminescence; inhibition, % at 8.6 µM; hit rate 0.7% among 370,000; AID 686940;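 active = inhibition above a per-plate cutoff, mean inhibition of test wells between control levels plus 3 SD, cut at about 38% in these data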;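 also: cells cotransfected with COUP-TFII expression vector driving the NGFI-A reporter; 0% = median of COUP-TF2 test wells and 100% = reporter-only cells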
C8 TRAIL sens – sensitizes caspase-8 expressing cells to TRAIL. NB7+C8 cells + TRAIL, ATPlite viability luminescence. inhibition (viability loss, TRAIL sensitization), % at 10 µM. hit rate 1% among 360,000. AID 624354;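 active = compounds causing at least 50% loss of cell viability in the single-dose screen, relative to plate controls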
NCOA2 inhibitor – inhibits human steroid receptor coactivator 2 | Q15596 | HEK293 GAL4-SRC2 luciferase reporter, luminescence | inhibition, % at 9 µM | hit rate 0.17% among 370,000 | AID 651957;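 active = inhibition above the mean inhibition of all tested compounds plus 3 SD, set per campaign, cut at about 52% in these data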;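 also: 0% = DMSO treated cells and 100% = cells given Gossypol at 36 µM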
Starred values were filed as active, the others as inactive; ? = inconclusive. An excerpt; count on the stated rates, not on these rows.

structure	TWEAK-Fn14 inh	TROY NFkB inh	LRH-1 inv ag	SRC3 inh	TLR9-MyD88 block	NCOA1 inh	LMP1 NFkB inh	NOD2-RIPK2 inh	COUP-TFII inh	C8 TRAIL sens	NCOA2 inhibitor
O=C(NNC1=NCCCCC1)c1cccc([N+](=O)[O-])c1	0.6	-0.5	0.1	13.0	3.1	8.3	-3.3	-3.9	18.1	-4.3	-16.5
COc1ccc(/C=C2\SC(=S)N(CCC(=O)NCCCn3ccnc3)C2=O)cc1	0.1	-13.8	-11.4	-8.0	-4.8	-6.7	11.0	-3.4	6.3	14.4	7.1
COc1ccc(CC(=O)NC(c2ccccc2)c2ccc(C)cc2)c(OC)c1 (stereo not drawn)	-7.4	-18.8	-4.0	-7.5	1.2	-10.2	-0.9	11.8	-4.1	4.9	-31.1
CNC(=S)N(Cc1ccc(OC)cc1)C1CC(=O)N(c2ccc(Cl)cc2)C1=O (stereo not drawn)	11.7	0.1	4.8	9.6	-13.7	-20.4	5.8	7.1	11.2	3.8	0.1
Cn1c(CCNC(=O)c2ccco2)nc2cc(NC(=O)c3ccccc3Cl)ccc21	-23.5	-18.5	4.9	-27.5	-3.2	-25.4	-4.6	-2.4	-26.7	-16.6	-18.2
C#CC(C)(CC)NC(=O)c1cc2nc(C3CC3)cc(C(F)(F)F)n2n1 (stereo not drawn)	-17.3	-46.3	-42.5	-21.2	-6.9	-29.5	-5.8	1.9	-28.4	-4.2	-11.2
N=C1SCC(=O)N1c1ncc(Cc2cccc(Cl)c2)s1	102.3*	66.8*	4.1	17.5	-0.9	-18.7	-5.4	-2.2	6.9	15.1	9.7
Cc1ccc(Cl)cc1-c1ccc(C=Nc2ccc(N3CCOCC3)cc2)o1	26.6	46.4	-6.8	12.6	-5.1	17.4	17.3	-2.4	14.7	5.7	13.3
CC1CCc2nc(NC(=O)c3ccco3)sc2C1 (stereo not drawn)	95.8*	65.7*	-33.9	-9.8	6.9	-47.5	60.0*	-4.2	35.9	84.0*	40.4
Cc1cccc(NC(=O)COC(=O)CCc2ccc(S(=O)(=O)N3CCOCC3)cc2)c1C	1.1	20.1	7.5	2.1	-0.6	-5.3	0.6	-1.9	6.0	-3.2	-3.2
CCOc1ccc(N2C(=O)CC(S/C(N)=N/N=C/c3cccs3)C2=O)cc1 (stereo not drawn)	-4.3	-15.2	14.2	-8.8	-3.6	5.9	1.8	-1.3	1.4	-4.7	3.7
CC(=O)c1c(C)[nH]c(C(=O)OCC(=O)Nc2sc3c(c2C#N)CCCC3)c1C	64.3*	52.3*	5.2	7.3	-9.4	15.7	7.1	-7.4	11.0	26.0	12.7
Cc1ccc(S(=O)(=O)N2CCN(S(=O)(=O)N3CCOCC3)CC2)c(C)c1	14.0	3.1	-15.4	9.4	0.9	8.6	10.5	-14.9	5.8	-13.5	5.3
CC12CCC(=O)N1C(C(=O)Nc1ccc(F)c(Cl)c1)CS2 (stereo not drawn)	15.7	-5.8	-5.9	9.6	0.0	2.1	-8.1	-3.1	-10.1	24.4	-28.5
Cn1c(SCC(=O)Nc2cccc(C(=O)O)c2)nnc1-c1cc2cc(Br)ccc2o1	-29.8	-13.2	-3.4	14.7	9.2	-11.4	2.8	-4.8	5.5	6.7	-10.3

Compound profiles, as listed above. Screens in order: TWEAK-Fn14 inh, TROY NFkB inh, LRH-1 inv ag, SRC3 inh, TLR9-MyD88 block, NCOA1 inh, LMP1 NFkB inh, NOD2-RIPK2 inh, COUP-TFII inh, C8 TRAIL sens, NCOA2 inhibitor
Profile of `Cc1ccc(Cl)cc1-c1ccc(C=Nc2ccc(N3CCOCC3)cc2)o1` → 26.6, 46.4, -6.8, 12.6, -5.1, 17.4, 17.3, -2.4, 14.7, 5.7, 13.3
Profile of `Cn1c(SCC(=O)Nc2cccc(C(=O)O)c2)nnc1-c1cc2cc(Br)ccc2o1` → -29.8, -13.2, -3.4, 14.7, 9.2, -11.4, 2.8, -4.8, 5.5, 6.7, -10.3

(next part)
structure	TWEAK-Fn14 inh	TROY NFkB inh	LRH-1 inv ag	SRC3 inh	TLR9-MyD88 block	NCOA1 inh	LMP1 NFkB inh	NOD2-RIPK2 inh	COUP-TFII inh	C8 TRAIL sens	NCOA2 inhibitor
CCOC(=O)N=Nc1c(O)n(Cc2ccccc2)c2ccccc12	-5.1	-35.9	-1.3	-10.9	11.8	-17.3	8.3	3.1	8.9	-10.3	-9.2
CCCSC1=C(C#N)C(c2ccc(Cl)cc2Cl)CC(=O)N1 (stereo not drawn)	-6.8	13.1	9.6	6.3	2.8	2.3	2.7	-6.7	4.2	0.8	1.4
CC(=O)c1sc(Nc2cccc(C)c2)nc1C	-35.8	-75.3	-72.5	-37.7	10.4	-50.5	-21.4	-7.1	-19.9	-7.3	-52.9
CCn1cc(C(=O)NCc2ccco2)c(=O)c2cc(S(=O)(=O)N3CCCC3)ccc21	21.7	-7.7	-12.6	10.4	8.8	6.0	9.3	12.6	-11.2	-1.2	-20.2
COc1ccc(-c2cc(C(=O)N/N=C(\C)c3cccnc3)c3ccccc3n2)cc1	-29.7	-24.7	-1.2	-14.9	3.1	-0.9	-16.7	-1.5	7.6	40.9	-24.2
O=C(Nc1ccc(F)c(F)c1)c1cnc(-c2ccccc2)nc1-c1ccccc1	6.7	-0.3	7.6	-19.0	15.8	0.5	0.9	-12.4	-0.8	23.5	-9.6
CCc1c(C)[nH]c2c(C)cccc2c1=O	1.4	3.3	3.6	4.7	-1.4	-8.4	19.8	5.1	23.2	52.0*	-0.3
CCN1CCN(CCCNC(=O)c2cc3c(=O)[nH]c4ccccc4c3s2)CC1	-26.8	-14.9	-0.3	-9.8	3.2	3.4	-4.9	-0.1	4.4	34.6	0.7
Cc1nn2c(CN(C(=O)c3ccco3)c3ccccc3)nnc2c2ccccc12	13.0	7.0	-34.0	-19.6	2.2	-0.1	6.1	-6.3	-12.7	-5.7	-5.7
COCCN(Cc1cc2cc(C)ccc2n2nnnc12)C(=S)Nc1ccc(OC)cc1	-19.8	15.2	-2.8	9.1	-2.3	-15.4	6.7	-5.8	0.4	-3.2	-9.0
Cc1sc2ncn(CC(=O)NCC(=O)N3CCN(c4ccc(F)cc4)CC3)c(=O)c2c1C	35.4	-5.4	23.2	13.2	-5.6	6.1	10.2	-9.3	-0.1	20.7	3.9
COCCN1C(=O)N(c2ccccc2)C(=O)C1CC(=O)Nc1cc(OC)cc(OC)c1 (stereo not drawn)	-7.0	-2.0	2.0	7.8	5.8	9.8	1.0	-2.7	3.7	-1.5	14.9
CCn1c(C)nc2cc(C(=O)NNC(=O)c3ccc(Cl)nc3)ccc21	-3.1	10.6	-5.2	4.2	0.9	-2.8	-2.5	2.6	-17.4	1.9	-33.3
CSc1ccc(CCNC(=O)CCc2nnc3ccc(N4CCOCC4)nn23)cc1	1.8	-3.0	-2.4	-11.4	1.3	3.8	3.4	-5.8	3.7	-9.1	1.5
COCCC(=O)N1CCc2ccc(NC(=O)c3ccc(C(F)(F)F)cc3)cc2C1	6.0	10.4	7.3	6.4	-8.2	13.0	1.5	-9.5	37.8*	29.5	-11.2
COc1cccc(NC(=O)c2c(C)cc(C)cc2CC(C)(C)C(=O)O)c1	14.7	-5.1	4.7	-3.0	-2.2	-27.4	5.4	-8.0	16.9	-5.7	-6.9
CCOc1ccc(N(CC(=O)NC2CCCCC2)C(=O)CCC(=O)Nc2nc(C)cs2)cc1	45.5	13.9	-8.4	-14.0	-2.2	-38.7	1.7	-4.6	5.3	-11.9	-4.0
O=C(COC(=O)CNC(=O)c1cccc([N+](=O)[O-])c1)Nc1cccc(S(=O)(=O)N2CCCC2)c1	4.2	12.7	-9.5	-3.1	-3.5	-0.6	-5.3	-13.1	13.5	-4.4	-12.6
COc1cccc(C(=O)NCC2(c3ccc(OC)c(OC)c3)CCCC2)c1	9.0	8.6	6.1	4.6	-7.1	19.4	7.3	-6.0	4.0	-11.6	-25.4
O=C(CN1CCN(c2ccc(O)cc2)CC1)Nc1ccc2c(c1)OCCCO2	-10.2	-4.9	-15.7	14.4	0.3	-7.1	8.7	0.7	-7.0	5.0	5.9
Cc1ccc(C)c(NC(=S)NNC(=O)c2csc3c2CCCC3)c1	-1.7	5.9	0.6	-1.3	-5.1	7.7	9.7	-6.2	2.1	11.5	-5.5
COc1ccc(/C=N/NC(=O)c2ccc(=O)n(C)c2)cc1OC	-0.1	-9.8	3.2	3.8	2.0	0.7	-33.2	-8.2	-7.8	-8.1	9.7
CC(CNC(=O)c1cncc(O)c1)NC(=O)c1cncc(O)c1 (stereo not drawn)	-4.5	14.9	4.2	17.0	8.5	3.6	-4.9	2.7	-2.3	-5.7	16.9
O=C(O)[C@H](Cc1ccccc1)NC(=O)N1CCN(c2ccc(F)cc2)CC1	10.0	-12.3	1.3	9.2	2.8	-12.2	7.0	1.5	-9.0	-11.3	27.5
CC(=O)c1ccc(NC(=S)Nc2ccc(Br)c(Cl)c2)cc1	-24.9	-24.5	3.6	12.5	-0.4	-17.7	3.3	-11.7	-10.2	-7.2	5.5
Cc1ccc(NC(=O)CN2CCC(NC(=O)c3ccccc3F)CC2)cc1C	-2.3	12.4	8.7	-24.2	-10.2	-10.7	2.7	4.4	8.2	-1.0	4.5
O=C(NC(=S)NCc1ccccc1)c1cccc([N+](=O)[O-])c1	-5.1	15.1	23.9	5.5	0.0	3.6	-2.7	-1.6	4.2	-4.8	8.8
Cc1cccc(NC(=S)NN2CCN(C)CC2)c1C	-5.7	-2.2	-5.4	-11.7	-6.5	1.6	-1.8	-5.6	0.1	2.2	0.8
COc1ccc(S(=O)(=O)N2CCCCC2)cc1NC(=O)Cc1sc(C)nc1-c1ccc(F)cc1	1.6	-11.6	0.1	10.8	-1.9	0.3	-6.0	-12.8	28.2	4.8	0.1
O=C(COC(=O)C1CC1)Nc1c(Cl)cccc1C(F)(F)F	-12.9	-7.8	-1.7	8.7	-6.8	-5.4	4.5	-1.5	2.7	-9.2	11.0
CCOc1ccc(Br)cc1S(=O)(=O)NCCN(C)C	-2.2	7.8	14.8	-17.0	4.2	-6.9	-6.0	-8.9	7.0	5.3	-4.5
CCOc1ccc(CNC(=S)NCc2ccc(OCC)cc2)cc1	-8.6	-32.1	-8.3	-4.4	-4.3	7.8	1.9	-2.6	-11.0	-2.8	23.0
CC(=O)N1C(Nc2ccc(Cl)cc2)CCN1c1ccccc1 (stereo not drawn)	5.7	9.0	-9.6	-14.9	0.1	-2.8	-13.2	-6.2	1.2	-11.5	9.4
CCOC(=O)c1cnc(-n2nc(C)cc2C)nc1NC(C)c1ccccc1 (stereo not drawn)	0.9	29.1	14.7	8.1	-2.9	-0.2	?	7.9	12.4	-2.8	-7.5
Cc1nc2ccccn2c(=O)c1NC(=O)c1ccc2c(c1)OCO2	-5.5	6.4	21.8	-5.5	0.0	-96.0	4.3	-5.9	-3.5	-16.5	-9.2
CCOC(=O)C1(C)/C(=N/Nc2ccc(Cl)cc2)C(=O)C(=O)N1c1ccccc1 (stereo not drawn)	-3.1	-1.5	-2.5	9.7	-5.0	-59.6	-8.5	4.7	18.5	12.3	13.6
